RAD54 branch – RAD54 (human) branch migration inhibition | hit rate 0.14% among 360,000 | RAD54 Holliday junction branch migration, FAM/BHQ fluorescence | inhibition, % at 10.4 µM | Q92698;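 active = mean normalized replicate activity at least 40 and at least half of replicates scoring 40 or more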;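 also: 0% = median of neutral control wells and 100% = median of positive control wells; inhibitors cause a drop in the FAM fluorescence signal; in these data hits start at about 50%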
GSIS activator – GLuc luminescence reporter in INS-1E cells, primary screen for activators of glucose-dependent secretion of insulin | INS-1E GLuc reporter insulin secretion, 2-3 h | activation, % at 16.6 µM | hit rate 0.61% among 370,000;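 active = lowest replicate activation of at least 40%, so every replicate reaches that level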;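 also: 0% = median of neutral control wells and 100% = median of IBMX positive control wells; some compounds called inactive have numbers as strong as hits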
esBAF inh – blocks esBAF chromatin remodeling in mouse ES cells | Bmi1-luciferase knock-in reporter, 24 h; 100% = twice the neutral-well signal | reporter increase, % at 12.5 µM | hit rate 2% among 350,000; in the data active = activation above about 40%;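 also: 0% = median of the plate's neutral control wells and 100% = double that signal; a rise in the Bmi1 reporter signal indicates esBAF inhibition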
RAD52 inh – inhibitors of human RAD52 DNA annealing | hit rate 0.46% among 360,000 | inhibition, % at 18.7 µM | recombinant RAD52 DNA annealing, FRET fluorescence | P43351;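 active = every replicate showing at least 50% inhibition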
Target sequence (P43351 whole entry, looked up): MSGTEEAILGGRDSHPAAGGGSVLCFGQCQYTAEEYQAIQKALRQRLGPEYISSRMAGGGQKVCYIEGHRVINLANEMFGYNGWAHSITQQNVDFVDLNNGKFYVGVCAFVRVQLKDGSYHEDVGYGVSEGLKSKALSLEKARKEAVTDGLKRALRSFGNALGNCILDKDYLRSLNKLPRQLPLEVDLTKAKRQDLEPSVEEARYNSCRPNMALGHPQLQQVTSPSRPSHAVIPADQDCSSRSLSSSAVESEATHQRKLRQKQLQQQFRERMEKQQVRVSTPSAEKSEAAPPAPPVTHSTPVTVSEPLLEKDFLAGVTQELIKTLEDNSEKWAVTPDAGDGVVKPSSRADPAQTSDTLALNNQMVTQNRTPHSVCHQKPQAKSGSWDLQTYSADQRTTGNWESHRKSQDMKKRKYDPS
Xi reactivation – reactivates the inactive X chromosome in mouse fibroblasts. XiGFP mouse fibroblasts, % GFP-positive cells imaging, 3 d; cells co-treated with 5-aza-dC sensitizer; scaled so ellipticine positive control = 100%. activation, % at 7.58 µM. hit rate 0.055% among 360,000. AID 743238;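 active = mean normalized replicate activation at least 10% and every replicate at or above 10%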;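 also: 0% = median of on-plate neutral control wells and 100% = ellipticine 6 µM median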
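Material: SV40-immortalized XiGFP fibroblast cells, line 68-5-11 | Buffer or medium: DMEM containing 5-aza-dC | Dosing: One concentration, pinned | Times: 3 d treatment, 15 min room-temperature fixation | Controls: Ellipticine 6 µM positive control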
ERAP1 inh – inhibitors of human ERAP1 aminopeptidase | Q9NZ08 | recombinant ERAP1, Leu-AMC fluorescence, 60 min | inhibition, % at 10.7 µM | hit rate 0.15% among 340,000 | AID 652197;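 active = mean replicate inhibition of at least 30%, or all replicates individually reaching that 30% level; inactive = mean below 30% and not every replicate reaching it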;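 also: 0% = neutral control wells and 100% = L-leucinethiol positive control wells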
CFTR F508del cor – CFTR F508del correction in bronchial cells. CFBE cells, YFP halide quenching; stimulated with forskolin plus potentiator P3; % fluorescence drop versus neutral controls. activity (quench increase), % at 7.58 µM. hit rate 0.36% among 350,000;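 active = mean added fluorescence quench of at least 8% versus neutral control, with both replicates also reaching 8%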;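 also: cells transiently co-express mutant CFTR-F508del with the halide-sensitive YFP; corrector assay measuring rescue of mutant channel to the surface after 24 h compound exposure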
ARNT-TACC3 inh – disrupts binding between human ARNT and TACC3; AlphaScreen His-ARNT PAS-B/GST-TACC3 binding, luminescence; TACC3 fragment carries E629A point mutation; hit rate 0.66% among 390,000; AID 623870; Q9Y6A5; inhibition, % at 9.99 µM;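 active = mean inhibition of replicates at least 50% and at least half of replicates each reaching 50%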;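 also: 0% = complete ARNT plus TACC3 wells and 100% = ARNT alone without TACC3; many hits fall short of the cut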
* hit, by the source's call; nt = no result given; & = joins results of further samples.

SMILES	RAD54 branch	GSIS activator	esBAF inh	RAD52 inh	Xi reactivation	ERAP1 inh	CFTR F508del cor	ARNT-TACC3 inh
CCNC(=O)CSC1=N/C(=C\c2ccc(O)c(OCC)c2)C(=O)N1c1ccc(OC(F)F)cc1	1	13	2	-2	-0.1	-2	-1.3	-8
COc1ccc(C(=O)NCC(C)(C)N2CCOCC2)cc1S(=O)(=O)NCc1ccc(Cl)cc1	4	4	-5	-12	0.0	-6	-2.2	-16
COc1ccc(NS(=O)(=O)c2ccc(S(=O)(=O)N3CCCC3)cc2)cc1	-8	-5	-4	nt	nt	nt	nt	-4
CC(=O)N[C@H]1CC[C@@H](CC(=O)NCC2CCCCC2)O[C@H]1CO	-7	11	-2	-1	0.3	-1	-2.7	-52
COc1cccc(/C=N/c2sc(Cc3ccccc3)c(C)c2C(N)=O)c1O	-7	12	nt	nt	0.0	nt	nt	3
O=C(NCc1ccccc1Cl)[C@@H]1CCCN1S(=O)(=O)c1ccc(Cl)cc1	-2	-10	-7	-15	0.0	0	-0.3	-1
COc1ccccc1CNC(=O)COC(=O)c1ccc(C)c(S(=O)(=O)N2CCCCC2)c1	11	1	1	-19	0.0	1	-0.6	-4
O=C(CCCN1C(=O)c2cccc3cccc(c23)C1=O)NCc1ccco1	nt	-13	nt	-15	0.2	2	2.6	-3
COC(=O)c1cnc2c(c(C)nn2C)c1OC	-4	2	-8	-1	0.1	nt	-1.1	1
C/C=C/c1ccc([C@@H]2[C@@H](CO)N(C(=O)CC)[C@H]2CN(C)S(C)(=O)=O)cc1	1	5	3	nt	0.4	nt	-1.2	-4
Cc1cc(C)nc(NS(=O)(=O)c2ccc(NC(=O)c3ccc(S(=O)(=O)N4CCOCC4)cc3)cc2)n1	nt	-14	nt	-10	nt	3	-1.3	-3
CCC(=O)N1CCCCN2[C@@H](CO)[C@@H](c3ccc(C#Cc4cccnc4)cc3)[C@@H]2C1	-8	8	-1	4	0.1	3	2.8	-8
C=CCn1c(C)cc(C(=O)COC(=O)c2ccc3c(c2)NC(=O)CS3)c1C	-9	6	34	-20	-0.1	2	nt	4
O=[N+]([O-])c1cc(Cl)c(O)c2ncccc12	nt	-7	nt	-16	0.0	6	-8.6	57*
COC(=O)C1=C(C)N(Cc2cccnc2)C(=O)/C1=C\c1sccc1C	12	7	-1	12	0.2	3	1.0	8
C[C@@H]1CN([C@H](C)CO)C(=O)Cc2cc(NC(=O)C3CC3)ccc2O[C@@H]1CN(C)S(=O)(=O)c1cccs1	2	15	-2	2	0.0	0	-0.3	nt
Cc1ccc(NC(=O)CCc2c(C)nn(-c3ccc(N4CCCCC4)nn3)c2C)cc1F	3	-21	69*	-6	0.0	1	0.9	32
COc1ccc2c3c(n(C)c2c1)[C@H](CO)N(C(C)=O)CC31CN(Cc2nccs2)C1	nt	3	nt	19	0.3	-11	6.5	nt
CC(=O)N1CCc2cc(S(=O)(=O)C(C)CC(=O)NCc3ccco3)ccc21 (stereo not given)	3	nt	3	-9	-0.1	1	1.6	nt
C=CC[C@@H](CC(=O)NCCO)C(=O)N[C@H](C)COC(=O)[C@@H](CC=C)Cc1ccc(F)cc1	1	-9	-1	-21	-0.1	nt	0.3	-2
O=C(Nc1ccc(-c2ccccc2)cc1)c1ccco1	-6	15	-3	-18	0.3	41*	-2.5	-1
CO[C@H]1CN(C)C(=O)c2ccc(NC(=O)Nc3ccccc3)cc2OC[C@@H](C)NC[C@H]1C	13	12	7	-12	0.1	1	2.0	-10
Cc1ccc(S(=O)(=O)N2CCN(CC(=O)N3CCCC3)CC2)c(C)c1	1	-7	-1	-12	0.0	3	2.1	nt
C[C@H]1CCCCO[C@H](CN(C)S(=O)(=O)c2cccs2)[C@@H](C)CN([C@@H](C)CO)C(=O)c2cc(NC(=O)Nc3cccc4ccccc34)ccc2O1	4	7	-7	nt	-0.7	nt	-1.1	1
C[C@H](NC(=O)C[C@@H]1C[C@@H]2c3cc(NC(=O)Nc4ccc(C(F)(F)F)cc4)ccc3O[C@@H]2[C@H](CO)O1)c1ccccc1	3	2	-4	-6	0.0	1	-2.2	-2
CC(=O)Nc1cccc2cc(O)ccc12	0	nt	4	-24	0.2	-4	0.3	3
CCCC#Cc1cnc2c(c1)C(=O)N([C@H](C)CO)C[C@H](C)[C@@H](CN(C)C(=O)c1ccc(F)cc1)O2	-1	-25	2	6	-1.2	1	-4.9	-4
Cc1nc(SCC(=O)Nc2nc3ccccc3s2)c(C#N)c(C)c1C	nt	5	nt	-20	0.0	-5	6.3	6
COc1ccc(S(=O)(=O)Nc2cccc3c2O[C@@H](CN(C)Cc2ccc(C(=O)Nc4ccccc4N)cc2)[C@H](C)CN([C@H](C)CO)C3=O)cc1	nt	11	nt	9	-1.1	0	-0.5	nt
CCNC(=O)Nc1ccc2c(c1)C(=O)N(C)[C@@H]1CC[C@@H](CC(=O)NCc3cccc(F)c3)O[C@H]1CO2	6	3	-1	nt	0.2	nt	2.3	-34
O=C1OCCN1CCNCc1cn(-c2ccc(F)cc2)nc1-c1ccccc1Cl	nt	9	nt	-14	0.0	-2	2.6	-3
O=C(NCc1cccnc1)c1ccc(-c2ccccc2[N+](=O)[O-])o1	nt	3	nt	-9	0.3	2	nt	1
Cc1[nH]c(=O)[nH]c(=O)c1NS(=O)(=O)c1ccccc1	nt	nt	nt	-5	0.0	-1	nt	-9
COc1ccc(NC(=O)N(C)C[C@@H]2Oc3c(NC(=O)CCCCCC(=O)Nc4ccccc4N)cccc3C(=O)N([C@@H](C)CO)C[C@@H]2C)cc1	nt	13	nt	-15	0.3	-3	-0.2	nt
CCOC(=O)C1(C)CCCCN1C(=O)c1ccccc1OC (stereo not given)	-1	-6	2	5	0.0	11	1.1	nt
COc1ccccc1-c1ccc2n(c1=O)C[C@H]1[C@H](CO)[C@@H](C(=O)N3CCOCC3)[C@@H]2N1CC1CC1	-4	1	2	-21	0.0	nt	nt	1
Nc1ncnc2c1ncn2[C@@H]1O[C@H](C(=O)NCc2ccc3c(c2)OCO3)[C@@H](O)[C@H]1O	-19	4	2	1	0.2	-7	-0.4	nt
COc1ccc(C2C3=C(CC(C)(C)CC3=O)N(CC(=O)O)C3=C2C(=O)CC(C)(C)C3)cc1OC	3	-4	2	-21	0.2	4	-8.1	-6
O=C(C[C@@H]1C[C@H]2c3cc(NC(=O)C4CCOCC4)ccc3O[C@H]2[C@H](CO)O1)NCCN1CCCCC1	0	3	3	-8	0.1	1	0.8	0
O=C(NC1CCCCCCC1)c1ccc(Br)o1	-4	-9	33	-3	0.0	1	-2.7	-2

A few values from the list.
RAD52 inh with CCOC(=O)C1(C)CCCCN1C(=O)c1ccccc1OC (stereo not given) reads 5
Xi reactivation with Cc1[nH]c(=O)[nH]c(=O)c1NS(=O)(=O)c1ccccc1 reads 0.0

Other entries.
SMILES	RAD54 branch	GSIS activator	esBAF inh	RAD52 inh	Xi reactivation	ERAP1 inh	CFTR F508del cor	ARNT-TACC3 inh
Cc1nc(-c2ccccc2)sc1C1(C)CC(c2ccc([N+](=O)[O-])cc2)=NO1 (stereo not given)	5	5	12	-10	0.1	5	-2.7	6
CCC(=O)N1CCc2cc(S(=O)(=O)NC(Cc3ccccc3)C(=O)NC3CCCCC3)ccc21 (stereo not given)	nt	nt	nt	-2	-0.1	6	0.0	-4
Cc1ccc(S(=O)(=O)Nc2cccc3c2O[C@H](CN(C)C(=O)Nc2c(C)noc2C)[C@H](C)CN([C@H](C)CO)C3=O)cc1	9	15	-3	-8	-0.2	-3	-1.2	nt
COc1ccc(Cl)cc1NC(=O)CN1CCN(S(=O)(=O)N2CCCCC2)CC1	-8	5	1	-2	0.1	-1	0.9	-2
CC(C)NC(=O)N[C@H]1CC[C@@H](CCNC(=O)C2CC2)O[C@@H]1CO	-1	15	-7	24	-0.2	0	-2.0	5
C[C@@H]1CN([C@H](C)CO)C(=O)c2cccc(NC(=O)Nc3ccccc3)c2O[C@@H]1CN(C)CC1CCCCC1	1	-3	2	30	0.2	1	1.0	-11
O=C(c1ccco1)N1CCN(CCCCOc2cccc3ccccc23)CC1	-11	-33	0	nt	-0.4	nt	nt	9
COc1c(F)c(F)c(C(=O)O)c(Nc2ccc(C)cc2C)c1F	nt	-9	7	-33	0.0	-4	-2.4	3
CCCCNS(=O)(=O)c1ccc2nc(-c3cccnc3)cc(C(=O)NC(C)C)c2c1	-11	2	1	-10	-0.1	1	0.2	-12
CCCc1nc(NC(=O)c2ccccc2)nc(NC(=O)c2ccccc2)n1	0	-5	3	-7	-0.1	0	1.7	-3

Next section; it opens with the two that closed the last part.
SMILES	RAD54 branch	GSIS activator	esBAF inh	RAD52 inh	Xi reactivation	ERAP1 inh	CFTR F508del cor	ARNT-TACC3 inh
CCCCNS(=O)(=O)c1ccc2nc(-c3cccnc3)cc(C(=O)NC(C)C)c2c1	-11	2	1	-10	-0.1	1	0.2	-12
CCCc1nc(NC(=O)c2ccccc2)nc(NC(=O)c2ccccc2)n1	0	-5	3	-7	-0.1	0	1.7	-3
Cc1ccc(-n2nc(C(=O)O)c(O)cc2=O)cc1	nt	23	-1	-5	0.2	-1	-0.3	-1
CC(Sc1cccc[n+]1[O-])C(=O)Nc1ccc(Oc2ccccc2)cc1 (stereo not given)	-2	-1	-10	3	0.3	-2	-1.5	11
S=c1[nH]cnc2scc(-c3ccc(Br)cc3)c12	nt	0	nt	-18	0.3	-1	2.9	21
Cc1nnc(NC(=O)c2ccc(S(=O)(=O)N(C)c3ccccc3)cc2)s1	-5	9	2	-10	0.4	4	4.1	0
COc1ccc(S(=O)(=O)N(C)C[C@@H]2Oc3ccc(NS(=O)(=O)c4cn(C)cn4)cc3CC(=O)N([C@@H](C)CO)C[C@@H]2C)cc1	3	10	-3	-3	-0.7	0	-1.7	nt
Cn1c(=O)c2c(O)c([N+](=O)[O-])c(=O)n(C)c2n(C)c1=O	-1	nt	-5	1	0.0	4	-7.2	8
CCn1c(SCC(=O)N2CCCCC2)nc2c([nH]c3ccccc32)c1=O	12	nt	-2	-8	0.0	4	1.7	nt
Cc1ccc(/C=C(\NC(=O)c2ccccc2)C(=O)N2CCCC2C(=O)O)cc1 (stereo not given)	nt	0	nt	-7	0.0	nt	-2.3	16
CC(C)NC(=O)N(C)C[C@H]1Oc2c(NC(=O)Cc3ccccc3)cccc2C(=O)N([C@H](C)CO)C[C@@H]1C	4	3	6	-11	0.1	-2	0.4	24
NCC[C@@H]1CC[C@@H](NC(=O)c2ccccc2F)[C@@H](CO)O1	nt	-1&40	-6	nt	0.0&-0.5	nt	0.9	nt
O=C1C2CCCCN2C(=O)N1CCCN1CCN(c2ccc(F)cc2)CC1 (stereo not given)	-28	3	-2	-2	0.1	-1	-1.0	6
CCN(CC)S(=O)(=O)c1cccc(-c2n[nH]c(=S)n2/N=C/c2ccc(OC)cc2)c1	nt	33	2	nt	0.0	nt	nt	4
CCC(=O)NCCc1nc2cc(NC(=O)c3cccc([N+](=O)[O-])c3)ccc2n1C	-4	5	2	-1	0.0	5	1.6	0
CSc1nnc(Cn2c(=O)sc3ccccc32)n1-c1ccccc1C	0	6	-4	-1	0.0	2	0.6	nt
O=C(CN1CCN(C2CCCCC2)CC1)c1ccc2cc[nH]c2c1	-3	-8	-2	-13	0.0	2	-3.7	4
Cc1cccc(NC(=O)CCn2c(=O)oc3ccccc32)c1	-3	1	-5	-12	0.0	-5	-2.5	21
CCN(CC)S(=O)(=O)c1ccc(/C=C/C(=O)OCC(=O)N(C(C)C)C(C)C)cc1	6	9	1	-5	0.2	-2	-6.5	0
COc1ccc(NC(=O)CN(C)S(=O)(=O)c2ccccc2)c([N+](=O)[O-])c1	3	-17	2	nt	nt	nt	nt	-5
COCC(=O)N1CCCCN2[C@H](CO)[C@H](c3ccc(C#Cc4ccc(OC)cc4)cc3)[C@@H]2C1	-2	4	nt	-14	0.2	3	-2.8	4
COc1ccc(Nc2nc(NC(C)(C)C)nc(N3CCOCC3)n2)c(OC)c1	nt	-9	nt	-1	0.2	23	1.6	nt
